# Source: PubChem (The Scripps Research Institute Molecular Screening Center)
# S1P3 antagonist: S1P3 receptor antagonists, primary screen, cell-based; Sphingosine 1-phosphate receptor 3 (Homo sapiens), Q99500; CHO S1P3 NFAT-BLA reporter, FRET fluorescence, antagonist mode; inhibition, % at 4.98 µM; 170,000 tested, 0.27% active;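 active = inhibition above the plate cutoff, the mean inhibition of test wells on that plate plus 3 SD, cut at about 28% in these data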;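 note: cells challenged with S1P at its EC80 of 0.8 µM; blue over green emission ratio from cleaved BLA substrate after 4 h stimulation; 0% = S1P-stimulated wells and 100% = unstimulated DMSO-only wells; some compounds past the cut are filed as inactive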
# Target sequence (Q99500 whole entry, looked up): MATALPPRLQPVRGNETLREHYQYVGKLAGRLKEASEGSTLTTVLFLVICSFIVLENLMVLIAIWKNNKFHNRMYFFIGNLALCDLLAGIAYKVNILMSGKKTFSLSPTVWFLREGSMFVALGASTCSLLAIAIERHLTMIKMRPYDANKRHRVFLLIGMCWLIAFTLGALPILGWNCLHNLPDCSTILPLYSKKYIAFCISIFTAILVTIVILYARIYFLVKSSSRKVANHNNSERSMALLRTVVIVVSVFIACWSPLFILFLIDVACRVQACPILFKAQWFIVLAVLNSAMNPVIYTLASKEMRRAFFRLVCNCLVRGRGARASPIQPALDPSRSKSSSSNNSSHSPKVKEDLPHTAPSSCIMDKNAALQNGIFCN
# Starred values were filed as active, the others as inactive. Not all compounds are listed. The share of hits here may be higher or lower than overall.
# Start of the data: the first 3 records, ahead of the listing:
nr	SMILES	S1P3 antagonist
1	Cc1ccc(-c2n[nH]c3c2C(c2cccc(O)c2)N(c2ccc(C(=O)O)cc2)C3=O)cc1 (stereo not given)	2
2	COC(=O)CSc1nnc2cc(C)c3ccccc3n12	-2
3	CCSc1nc2sc3c(c2c(=O)n1-c1ccc(OC)cc1)CCN(C)C3	-13

# The whole of this part, previewed entries included:
nr	SMILES	S1P3 antagonist
1	Cc1ccc(-c2n[nH]c3c2C(c2cccc(O)c2)N(c2ccc(C(=O)O)cc2)C3=O)cc1 (stereo not given)	2
2	COC(=O)CSc1nnc2cc(C)c3ccccc3n12	-2
3	CCSc1nc2sc3c(c2c(=O)n1-c1ccc(OC)cc1)CCN(C)C3	-13
4	O=C(CSC(=S)N1CCCCC1)c1c(F)cccc1F	-2
5	CC(=O)N(c1cccc(C(F)(F)F)c1)c1nc(/C=C/C(=O)O)cs1	9
6	CSC1=NCCN1C(=O)c1ccc2ccccc2c1	-2
7	O=C(/C=C/c1ccco1)Nc1cccnc1Cl	2
8	O=C(NNC(=O)c1ccc(Cl)cc1Cl)c1cnccn1	2
9	CCCC1Cc2[nH]c(=O)c(C#N)cc2CO1 (stereo not given)	-5
10	CCOC(=O)CC(=O)NC(C)(C)CCCCC(C)(C)NC(=O)CC(=O)OCC	0
11	CN1/C(=C/C=C(C#N)C#N)C=Cc2ccccc21	5
12	CC(Sc1nc2scc(-c3ccccc3)c2c(=O)[nH]1)C(=O)NC(N)=O (stereo not given)	1
13	CCCCCCNC(=O)c1ncn[nH]1	2
14	COC(=O)C(NC(C)=O)(Nc1ccc(C)cn1)C(F)(F)F (stereo not given)	0
15	COC(=O)C(=C/C=C/c1ccco1)C(=O)OC	-6
16	O=C(CSc1nccc2ccccc12)N1CCN(Cc2ccc3c(c2)OCO3)CC1	15
17	COCCCNS(=O)(=O)c1ccc2[nH]c(=O)[nH]c2c1	-14
18	Cc1cccc(CSCCNC(=O)CN(c2cc(C)cc(C)c2)S(C)(=O)=O)c1	-6
19	CC(C)=N/N=C1\NC(=O)C(C)S1 (stereo not given)	-9
20	Cc1c(-c2nc(-c3ccc(C(C)(C)C)cc3)no2)n(C)oc1=O	12
21	CCOc1ccc(/C=C2\SC(=S)N(NS(=O)(=O)c3ccccc3)C2=O)cc1OC	-17
22	CCN(CC)S(=O)(=O)c1ccc(N2CCOCC2)c(NC(=O)CC(C)(C)C)c1	-11
23	O=C(O)c1ccccc1/C=N/NC(=S)NC1CCCCC1	-7
24	N#CC(=C=[N-])/C=C(\C(=O)c1ccccc1)[n+]1ccccc1	-12
25	CC1(C)CC(=O)C2=C(C1)Nc1cc(Cl)ccc1S2	4
26	CCN(CC)CCCN=Cc1c(-c2ccccc2)[nH]n(-c2nc3ccccc3s2)c1=O	1
27	C=CCNC(=S)N1CCc2[nH]c3ccccc3c2C1	-2
28	Cn1c(=O)[nH]c2nnc(-c3ccc(Cl)c(Cl)c3)nc2c1=O	-4
29	Nc1nc2ccccc2n1/N=C/c1ccc2c(c1)OCO2	-9
30	CN(C)C/C=C/C(O)(c1ccccc1)c1ccccc1	-2
31	CN(C)C(=S)Nc1ccc(S(=O)(=O)N2CCCCC2)cc1	-9
32	NS(=O)(=O)c1ccccc1	-3
33	N#C/C(=N\Nc1cccc(F)c1)C(=O)C1CC1	-5
34	COc1cc(C2C(C#N)=C(N)OC3=C2C(=O)CC(C)(C)C3)cc([N+](=O)[O-])c1O (stereo not given)	1
35	O=[N+]([O-])c1cccc(S(=O)(=O)[N-]c2nc3ccccc3nc2-n2cc[n+](Cc3ccccc3)c2)c1	-3
36	CCc1ccc(C(=O)Nc2cccnc2Oc2ccc(Cl)cc2)cc1	4
37	CC(=O)N1CCC(N(C(=O)Nc2ccc(Cl)cc2)C(C)C)CC1	7
38	O=C(CC1C(=O)NCCN1C(=O)Nc1ccc(F)cc1)Nc1ccc(F)cc1 (stereo not given)	-9
39	S=c1[nH]nc(-c2cc(-c3ccccc3)n[nH]2)n1/N=C/c1c2ccccc2cc2ccccc12	8
40	CN(C)CCCOC(=O)COc1ccc(Br)cc1	-17
41	Cc1cc(=O)oc2cc(OCC(=O)OCC(=O)Nc3ccccc3Br)ccc12	0
42	Nc1ccc(-c2nc3nc(N)nc(N)c3nc2-c2ccc(N)cc2)cc1	-7
43	N#Cc1c(N2CCCCC2)nc(N)c2c(N)nc(SCC(=O)O)cc12	-9
44	COc1ccc(Cl)cc1NC(=O)NCC1CCN(C(=O)OC(C)(C)C)CC1	-15
45	Cc1n[nH]c(C)c1CNCc1c(C(=O)N2CCCCCCC2)nc2ccc(Cl)cn12	-9
46	COc1ccc(OCC(=O)NNc2nc3ccccc3s2)cc1	4
47	O=C(CSc1ncccn1)N1CCN(S(=O)(=O)c2ccccc2)CC1	4
48	CC(=O)Nc1sc(N/N=C/c2ccccc2F)nc1-c1ccc(C)cc1	4
49	CCC(=O)Nc1nc2ccccc2n1Cc1ccccc1Cl	11
50	COc1ccc(/C=N/Nc2nc(-c3cccnc3)nc3ccccc23)cc1OC	9
51	COc1ccc(OC)c(Nc2nc(NCCCN(C)C)nc(N)c2[N+](=O)[O-])c1	-6
52	Nc1nonc1-n1nnc(C(=O)N/N=C/c2c(Cl)cccc2Cl)c1CSC1=NCCS1	-9
53	CN1CCN(c2ccc(Cl)cc2NC(=O)c2ccc([N+](=O)[O-])cc2)CC1	-1
54	CCc1c(C#N)sc(C(N)=O)c1CC	-4
55	Cc1c(Cl)c([N+](=O)[O-])nn1Cc1ccc(C(=O)NN)o1	0
56	CCOC(=O)c1c(C)[nH]c(C(=O)CN2C(=O)NC3(CCCC3)C2=O)c1C	-14
57	Cc1oc2cc3c(C(=O)OCCN(C)C)c(C)oc3cc2c1C(=O)OCCN(C)C	10
58	Cc1nn(C)c(C)c1NC(=O)CSc1nc(-c2ccccc2F)nc2c1cnn2-c1ccccc1	-14
59	CCOC(=O)CC1C(=O)NCCN1c1nc2c(C)cccn2c(=O)c1/C=C1\SC(=S)N(CC(C)C)C1=O (stereo not given)	21
60	CCNc1nc(NCC)nc(N(CC)C(N)=S)n1	1

# Looked up above.
# compound 50 in S1P3 antagonist: 9
# compound 52 in S1P3 antagonist: -9
# compound 49 in S1P3 antagonist: 11

# Two entries from above, as labelled records:
55. Cc1c(Cl)c([N+](=O)[O-])nn1Cc1ccc(C(=O)NN)o1
  S1P3 antagonist: 0
56. CCOC(=O)c1c(C)[nH]c(C(=O)CN2C(=O)NC3(CCCC3)C2=O)c1C
  S1P3 antagonist: -14

# Next part:
nr	SMILES	S1P3 antagonist
61	COc1ccccc1/C=C/C(=O)c1ccccc1	-5
62	COc1ccc(C(=O)NC(=S)NNC(=O)c2c(-c3ccccc3)noc2C)cc1OC	-2
63	COc1cc(/C=C2/SC(=Nc3ccc(O)cc3)NC2=O)ccc1O	2
64	N#CC1=C(N)Oc2c(oc(CO)cc2=O)C1c1ccccc1[N+](=O)[O-] (stereo not given)	-4
65	CC(=O)Nc1ccc(NS(=O)(=O)c2ccc(-c3csc(C)n3)s2)cc1	1
66	O=C(NNc1nc2ccccc2o1)c1ccccc1	-4
67	COc1cc(/C=C/C(=O)O)cc(OC)c1OC	-8
68	O=S1(=O)CCN(Cc2csc(-c3cccs3)n2)CC1	-18
69	Cc1cc(=O)[nH]c(SCC(=O)NC2CCCc3ccccc32)n1 (stereo not given)	6
70	O=[N+]([O-])c1cc(C(F)(F)F)cc([N+](=O)[O-])c1Sc1n[nH]c(C(F)(F)F)n1	-7
71	CCOC(=O)c1cnc(-n2nc(C)cc2C)nc1NNc1ncc(-c2ccccc2)cn1	8
72	O[C@@H]1COC(Nc2ccc(N=Nc3ccccc3)cc2)C[C@@H]1O (stereo not given in full)	8
73	Cc1ccc2c(c1C)NC(=O)C21N2CCCC2C(C(=O)c2ccc3ccccc3c2)C12C(=O)Nc1ccccc12 (stereo not given)	6
74	N#C/C(=C\c1ccccc1[N+](=O)[O-])C(=O)Nc1ccc(S(N)(=O)=O)cc1	-7
75	CCn1nnc(NC(=O)COc2ccc([N+](=O)[O-])cc2)n1	2
76	O=C(NNS(=O)(=O)c1ccccc1)c1cccnc1	1
77	Cn1cc(S(=O)(=O)Nc2ccc(OC(F)(F)F)cc2)c(=O)n(C)c1=O	2
78	O=C(NC(=S)Nc1ccc(CN2CCOCC2)cc1)c1ccc(-c2cccc(Cl)c2)o1	4
79	CC(C)S(=O)(=O)c1csc(NC(=O)Nc2ccc(Cl)cc2)c1Cl	6
80	O=C(Nc1ccc(-c2cnco2)cc1)c1ccc(F)cc1F	-5
81	Cc1onc(-c2ccccc2)c1C(=O)N=C(N)c1ccc(Cl)cc1	11
82	COc1ccc(CCNC(=O)c2cc(C3CC3)on2)cc1OC	-9
83	Cc1oc(S(=O)(=O)N2CCCC2)cc1C(=O)Nc1ccccc1	-4
84	c1ccc2c(c1)nc(N1CCCCCC1)c1ccccc12	-10
85	COc1ccc2oc(=O)c(C(=O)N3CCN(C45CC6CC(CC(C6)C4)C5)CC3)cc2c1	21
86	Oc1ccccc1C(Nc1nccs1)c1ccc2cccnc2c1O (stereo not given)	-10
87	Cc1nc2cc(-c3cccc(F)c3)nn2c(C)c1CCC(=O)N1CCN(c2ccccn2)CC1	-18
88	Cn1c(=O)c2c(O)c([N+](=O)[O-])c(=O)n(C)c2n(C)c1=O	-4
89	CCCc1nc(NC(=O)c2ccccc2)nc(NC(=O)c2ccccc2)n1	-3
90	COC(=O)c1cnc2c(c(C)nn2C)c1OC	-12
91	NS(=O)(=O)c1ccc(NC(=O)COC(=O)c2cc([N+](=O)[O-])ccc2Cl)cc1	-7
92	Cc1ccc(N2CC(=O)N(NC(=O)c3sc4nc(C)cc(C)c4c3N)CC2=O)cc1	5
93	COc1ccc(/C=C2/SC(=O)N(CCNC(=O)CC(NC(C)=O)c3ccccc3)C2=O)cc1 (stereo not given)	-15
94	O=S(=O)(c1cccc(-c2csc(-c3cccnc3)n2)c1)N1CCOCC1	5
95	Cc1noc(NS(=O)(=O)c2ccc(NC(=O)C(CC(C)C)N3C(=O)c4ccccc4C3=O)cc2)c1C (stereo not given)	-23
96	S=c1nccc(-c2ccc3c(c2)CCO3)[nH]1	1
97	CC1CCN(CCCNC(=O)c2ccc3c(Cl)c4c(nc3c2)CCCC4)CC1	-9
98	Nc1nnc(-c2ccc(Cl)cc2)o1	-3
99	COC(=O)Cc1[nH]n(-c2nc3ccccc3s2)c(=O)c1C(C)=Nc1ccc(Cl)cc1	15
100	O=C(COC(=O)c1ccc(S(=O)(=O)N2CCCC2)cc1)NCc1ccco1	-2
101	CC12CN3CC(C)(CN(C1)C3c1ccc(Cl)cc1)C2 (stereo not given)	-6
102	O=c1[nH]c(S)c(/C=C2\C=Nc3ccccc32)s1	-7
103	COc1ccccc1N(CC(=O)NC1CCCCC1)S(=O)(=O)c1cccs1	-3
104	COc1ccc(OCc2cc(C(=O)O)c(C)o2)cc1	-18
105	O=S(=O)(Nc1ncccn1)c1ccc(NC(=S)Nc2ccccc2Cl)cc1	-14
106	Cc1cc(C)c2c(N)c(C(=O)c3ccccc3)sc2n1	-10
107	Cc1ccc(-c2cc(O)cc3sc(=O)oc23)cc1C	-7
108	Cc1c(/C(O)=C2\C(=O)C(=O)N(CCN(C)C)C2c2ccccc2)cnn1-c1ccccc1 (stereo not given)	0
109	Cc1ccccc1-n1c(=S)[nH]c2nc3c(cc2c1=O)COC(C)(C)C3	4
110	CC(=O)c1cc2c(s1)-c1cc(F)ccc1OC2	2
111	Cc1c(C#N)c(O)n(CCO)c(=O)c1N=Nc1ccccc1	6
112	O=c1cc(O)nc[nH]1	12
113	O=C(Cn1nnc(-c2cccs2)n1)NNC(=O)c1ccccc1Cl	-4
114	N#C/C(=C\c1c(N2CCCCC2)nc2ccccn2c1=O)S(=O)(=O)c1ccccc1	7
115	O=C(O)C1c2ccccc2C(=O)N(Cc2ccc(F)cc2)C1c1ccncc1 (stereo not given)	9
116	Nc1nccnc1C(=O)N/N=C/c1ccco1	-2
117	CCOC(=O)/C(=C/Nc1ccc(F)cc1)[N+](=O)[O-]	-5
118	COc1cc(/C=C2\SC(=S)N(c3cccnc3)C2=O)ccc1O	0
119	Cc1c(C(=O)OC/C(O)=C(\C#N)c2nc3ccccc3[nH]2)oc2ccccc12	-14
120	O=C(O)CCCN1C(=O)/C(=C\c2ccc(-c3nc4ccccc4s3)o2)SC1=S	-18

# Remaining list, next part
nr	SMILES	S1P3 antagonist
121	N#Cc1ccsc1NC(=O)c1ccc(Cl)c([N+](=O)[O-])c1	3
122	CSCC[C@H](NC(=O)C1=NN(c2c(F)c(F)cc(F)c2F)C(=O)CC1)c1nc2ccccc2[nH]1	19
123	O=C(Oc1ccc[nH]c1=O)c1cccc(Cl)c1	-8
124	COc1ccccc1CN=C1NC(=O)C(CC(=O)Nc2ccc(C(C)=O)cc2)S1 (stereo not given)	-13
125	COc1ccc(OC)c2c1sc(=NC(=O)C1CCCCC1)n2C	-7
126	Nc1c(C(=O)Nc2ccccc2)sc2ncc([N+](=O)[O-])cc12	13
127	N#CC(C(=O)c1ccccc1Cl)=C1SCCCS1	-3
128	Oc1ccccc1/C=N/NC(=S)NC1CC2CCC1C2 (stereo not given)	0
129	N#C/C(=C\c1ccc[nH]1)C(=O)NCC1CCCO1 (stereo not given)	-3
130	CC1(C)Cc2c(sc(NC(=O)/C=C/C(=O)O)c2C#N)CO1	3
131	O=C(Nc1ccc(S(=O)(=O)Nc2ncccn2)cc1)c1ccc(N2CCCC2=O)cc1	-4
132	CCc1ccc(N2C(=O)CC(Cn3nc(C)cc3C)C2=O)cc1 (stereo not given)	0
133	O=C(O)CNc1ccc(S(=O)(=O)C(F)(F)F)cc1[N+](=O)[O-]	-16
134	CCC(C)NC(=O)CN(c1cc(C)cc(C)c1)S(=O)(=O)c1c(C)[nH]c(=O)[nH]c1=O (stereo not given)	-8
135	COc1ccc(CNc2nc3ccccc3n2C)c(O)c1	-2
136	COc1ccc(-n2nc(C)cc2Nc2ccccc2C(=O)O)cc1	-2
137	O=C1CC(Sc2cccs2)C(=O)N1c1ccccc1 (stereo not given)	10
